# From PubChem BioAssay
# Insulin prom inh: TRM-6 insulin promoter activity inhibition; TRM-6 cells (human fetal islet line), insulin promoter-eGFP reporter, imaging; reporter expression induced with tamoxifen; inhibition, % at 2 µM; 130,000 compounds, 0.9% hits; AID 1273;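 active = inhibition above the mean plus 3 SD, with well images judged a real hit on visual review, cut at about 60% in these data, passing the limit was not always enough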
# SDO1 yeast rescue: compounds rescuing growth of sdo1-depleted yeast, bone marrow failure model; 140,000 compounds, 0.21% hits; AID 817; S. cerevisiae sdo1-depleted JHY4D growth rescue, OD600 30 h; active compounds read high; pdr5 snq2 efflux-pump mutant strain; z-score at 10 µM;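 active = z-score above 3 at both the 24 hr and the 30 hr optical density reads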;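 note: z-score against mean and SD of all compound wells on the same plate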
# SDO1 yeast rescue Rescue 24 h: further read-out of SDO1 yeast rescue, marked with its call; z-score; S. cerevisiae sdo1-depleted JHY4D growth rescue, OD600; measured here: growth rescue at 24 h;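 0 is the plate mean of compound wells and units are plate SD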
# Active calls of the source: *; . = not tested or not shown; & = joins results of further samples; [ ] = dose if it differs, or a comment.
Insulin prom inh,SDO1 yeast rescue,SDO1 yeast rescue Rescue 24 h,SMILES
.,-0.79,-1,COc1ccccc1N1CCN(CC(O)c2ccc3cc[nH]c3c2)CC1 (stereo not given)
27,0.22,0.08,CCN(CC)C(=S)Nc1ccc(OC)cc1
63,0.69,0.93,Cc1ccc2nc(-c3ccccn3)oc2c1
3,1.3,1.5,C/C(=N\O)C(=O)NCCCNCCCN(C)C
.,-1.1,-0.07,S=C(Nc1ccc2snnc2c1)N1CCN(c2ccccn2)CC1
.,-0.3,0.89,CC(=O)Nc1ccc(S(=O)(=O)N2CCCCC2c2cccnc2)cc1 (stereo not given)
25,.,.,Cn1ncc(Cl)c1C(=O)NC1C2CC3CC(C2)CC1C3 (stereo not given)
-12,-0.42,-0.37,Cc1cc2n(n1)C(c1ccsc1)Nc1ccccc1-2 (stereo not given)
-67,0.55,-0.16,COc1ccc(/C=C(/C#N)C(=O)Nc2cccc(C)c2C)cc1C(=O)O
20,0.1,-0.8,Cc1nnc(NCCN2CCOCC2)[nH]c1=O
75*,1.1,1.2,Cc1c(NC(=O)c2cnn3cccnc23)c(=O)n(-c2ccccc2)n1C
35,2.7,2.6,CCN(CC)C(=O)CSc1nc2ncccc2[nH]1
30,-1.2,-0.95,COc1ccccc1-c1c(C(F)(F)F)oc2cc(OC(=O)c3ccc([N+](=O)[O-])cc3)ccc2c1=O
.,-0.66,0.16,CC(=O)Nc1ccc(NC(=O)c2oc3cc(C)c(C)cc3c2C)cc1
-50,0.33,0.36,O=C(O)C1C2C=CC(C2)C1C(=O)NC(c1ccccc1)c1ccccc1 (stereo not given)
3,-0.08,1.8,COc1ccc(CCNS(=O)(=O)c2ccc(OC)cc2)cc1
.,-0.31,1.1,O=C(Oc1ccc(-c2cnc3ccccc3n2)cc1)c1ccc(Cl)c([N+](=O)[O-])c1
43,.,.,O=C1CC(c2ccccc2)Sc2nc3ccccc3n21 (stereo not given)
-6,-0.57,-0.29,CCCCOc1ccc(/C=c2\sc3ncnn3c2=O)cc1
3,1.4,1.5,O=C(CN1CCN(S(=O)(=O)c2ccc(Br)cc2)CC1)N/N=C/c1ccco1
-42,0.87,1.7,CCCC(C)NC(=O)COc1ccc(Sc2ccc(OCC(=O)NC(C)CCC)cc2)cc1 (stereo not given)
-100,1.7,1.9,CCOC(=O)c1ccc(S(=O)(=O)N2CCN(CCC#N)CC2)cc1
-21,0.24,-0.38,CCOC(=O)CNC(=O)CSc1nnc(-c2ccco2)n1N
-23,-2.1,-1.9,Cc1ccc(OCC(=O)N/N=C/c2ccc([N+](=O)[O-])o2)cc1
31,0.9,0.37,O=C(c1cc(Cl)ccc1[N+](=O)[O-])N1CCc2ccccc2C1
-3,1.3,1.2,COc1nc(Oc2ccc(C(=O)O)cc2)nc(Oc2ccc(C(=O)O)cc2)n1
.,-0.35,-0.54,COc1ccc(Nc2oc(-c3ccco3)nc2S(=O)(=O)c2ccc(F)cc2)cc1
-209,-0.45,-0.26,COc1ccc(S(=O)(=O)N(C)CC(=O)Nc2ccccc2OC)cc1C
-50,0.74,0.34,CCC(=O)N1CCN(c2nc3ccccc3s2)CC1
.,0.52,0.73,COCc1cc(=O)[nH]c(Nc2nc3ccccc3o2)n1

# Already shown: an excerpt of the list.
Insulin prom inh,SDO1 yeast rescue,SDO1 yeast rescue Rescue 24 h,SMILES
.,-0.31,1.1,O=C(Oc1ccc(-c2cnc3ccccc3n2)cc1)c1ccc(Cl)c([N+](=O)[O-])c1
43,.,.,O=C1CC(c2ccccc2)Sc2nc3ccccc3n21 (stereo not given)
-6,-0.57,-0.29,CCCCOc1ccc(/C=c2\sc3ncnn3c2=O)cc1
3,1.4,1.5,O=C(CN1CCN(S(=O)(=O)c2ccc(Br)cc2)CC1)N/N=C/c1ccco1
-42,0.87,1.7,CCCC(C)NC(=O)COc1ccc(Sc2ccc(OCC(=O)NC(C)CCC)cc2)cc1 (stereo not given)
-100,1.7,1.9,CCOC(=O)c1ccc(S(=O)(=O)N2CCN(CCC#N)CC2)cc1
-21,0.24,-0.38,CCOC(=O)CNC(=O)CSc1nnc(-c2ccco2)n1N
-23,-2.1,-1.9,Cc1ccc(OCC(=O)N/N=C/c2ccc([N+](=O)[O-])o2)cc1
31,0.9,0.37,O=C(c1cc(Cl)ccc1[N+](=O)[O-])N1CCc2ccccc2C1
-3,1.3,1.2,COc1nc(Oc2ccc(C(=O)O)cc2)nc(Oc2ccc(C(=O)O)cc2)n1
.,-0.35,-0.54,COc1ccc(Nc2oc(-c3ccco3)nc2S(=O)(=O)c2ccc(F)cc2)cc1
-209,-0.45,-0.26,COc1ccc(S(=O)(=O)N(C)CC(=O)Nc2ccccc2OC)cc1C
-50,0.74,0.34,CCC(=O)N1CCN(c2nc3ccccc3s2)CC1
.,0.52,0.73,COCc1cc(=O)[nH]c(Nc2nc3ccccc3o2)n1

# Later entries.
Insulin prom inh,SDO1 yeast rescue,SDO1 yeast rescue Rescue 24 h,SMILES
24,-1.3,-0.9,COc1ccc(NC(=O)/C(C#N)=C/c2c(C)nn(-c3ccc(F)cc3)c2Cl)cc1Cl
-27,-1.7,-1.4,CCN(CC)C(=O)C1CCN(S(=O)(=O)c2ccc3oc4ccccc4c3c2)CC1
-11,-1,-0.57,COCc1c(C#N)c(NCCc2ccc(F)cc2)nc(C)c1[N+](=O)[O-]
43,.,.,O=C(Nc1ccccc1[N+](=O)[O-])c1cncc(Br)c1
-30,.,.,O=C(c1snnc1-c1ccccc1)N1CCOCC1
-23,-1.6,-1.1,Cc1ccc2oc(C(=O)NCc3ccc4c(c3)OCO4)c(C)c2c1
0,.,.,Cc1ccc(S(=O)(=O)/N=C(/c2ccccc2)N(C)c2ccc(O)cc2)cc1
8,.,.,Cc1[nH]cc(Br)c(=O)c1Oc1ncc(C(F)(F)F)cc1Cl
37,0.27,-0.04,CC(/C=N/N1CCN(c2ccccc2)CC1)=C\c1ccco1
.,-1.4,-0.9,CCN=c1sc(C(=O)NCCc2ccccc2)cc(=O)n1CC
54,-0.84,-0.92,Cc1cc(C)cc(N2C(=O)CC(Sc3nnnn3-c3ccccc3)C2=O)c1 (stereo not given)
53,-0.35,-0.75,COc1ccc(NC(=O)c2cncc(Br)c2)c(S(=O)(=O)N2CCOCC2)c1
-47,.,.,Cc1ccc(-c2nn(-c3cc(N4CCNCC4)ccc3[N+](=O)[O-])c(=O)c3ccccc23)cc1
.,0.74,2.6,Cn1cccc1Cc1nnc(SCC(=O)N2CCCC2)n1CCc1ccccc1
.,0.28,-0.03,Cc1cccc(-c2c3c(=O)n(C)c(=O)n(C)c3cn2-c2ccccc2O)c1
16,-1.7,-1.2,CN(C)c1ccc(C(=S)NCc2ccco2)cc1
-7,.,.,COc1ccc(NC(=S)Nc2ccccc2)c(OC)c1
-30,0.19,-0.27,CC1CCN(c2c(NCC3CCC(C(=O)NCc4ccccc4)CC3)c(=O)c2=O)CC1 (stereo not given)
.,0.55,0.72,CN(C)c1ccc(C2=NOC(CN3C(=O)c4ccccc4S3(=O)=O)C2)cc1 (stereo not given)
-27,.,.,O=C(CN1CCC(Cc2ccccc2)CC1)NC(=O)NC1CCCCC1
-8,-2.4,-1,CC(C)(C)c1cc(NCCCn2ccnc2)n2ncc(-c3ccc(Cl)cc3)c2n1
-108,0.11,1.7,COC(=O)c1ccccc1NC(=S)N(Cc1ccc2c(c1)OCO2)Cc1cc2ccc(OC)cc2[nH]c1=O
15,0.09,-0.33,O=C1CC(NCc2ccc3c(c2)OCO3)C(=O)N1CCc1ccccc1 (stereo not given)
.,-0.38,1.4,COc1ccc(/C=C(\C#N)c2nc3ccc(C)cc3[nH]2)cc1Oc1ccc(C(F)(F)F)cc1[N+](=O)[O-]
27,-0.91,-0.58,CCOC(=O)C1=NN(c2ccccc2)C2=NC(C)=C(C(=O)OC)C(c3ccc(C)cc3)N12 (stereo not given)
.,-0.12,-0.17,CC(C)C(=O)Nc1ccc(Nc2ccccc2)cc1
.,-0.51,0.63,COc1ccc(Br)cc1/C=N/NC(=O)c1nc(-c2ccccc2)n2c1CCCCC2
-3,1.1,0.93,CC1(C)C(=O)Nc2ccccc2N1C(=O)COC(=O)Cn1cnc2ccccc2c1=O
8,0.52,0.37,O=[N+]([O-])c1cccc(/C=N/n2c(-c3cccnc3)n[nH]c2=S)c1
-252,0.33,0.43,COc1cccc(OCCn2ccnc2)c1
-16,-1.1,-0.92,CC(=O)c1ccc(NS(=O)(=O)c2ccc3ccccc3c2)cc1
9,0.3,0.79,O=C(CSc1ncc(C(F)(F)F)cc1Cl)N1CCN(S(=O)(=O)c2ccc3ccccc3c2)CC1
31,-1.2,-1.8,COc1cc(/C=N/n2c(-c3ccc4c(c3)NC(=O)CO4)csc2=Nc2cccc(C)c2)ccc1O
-18,-0.61,0.02,Clc1cccc(Cl)c1CSc1cc2c(nn1)-c1ccccc1CC2
8,0.32,-0.16,O=C(NC(C(=O)NCCN1CCOCC1)C12CC3CC(CC(C3)C1)C2)C1CCCCC1 (stereo not given)
-8,-2.1,-1.4,Cc1ccc(-c2csc3nnc(SCC(=O)Nc4nsc(-c5ccccc5)n4)n23)cc1
14,-0.08,-0.84,COc1cc(NC(=O)c2ccccc2)c(OC)cc1NC(=O)CN1CCCCC1
-78,.,.,CC(=O)Nc1ccc(NC(=O)COC(=O)[C@@H](NC(=O)c2ccc(F)cc2)C(C)C)cc1
0,.,.,COc1ccc(S(=O)(=O)N2CCC(C(=O)Nc3ccc(F)cc3)CC2)c2cccnc12
-4,0.48,0.13,O=C(NNC(=O)c1ccccc1Cl)c1cccs1
-75,-1.2,-1.5,Cc1ccc(CCNC(=O)C2CCC(CNc3c(N4CCC(C)CC4)c(=O)c3=O)CC2)cc1 (stereo not given)
-13,-0.75,-0.88,Cc1cc(NC(=O)CSc2ccc3ccccc3c2)no1
.,0.76[9.3 µM],0.92&0.28,OC(COc1cccc(OCC(O)CN2CCOCC2)c1)CN1CCOCC1 (stereo not given)
0,.,.,C1CC1Cc1noc(CN2CCN(CC3CC3)CC2)n1
33,0.18,-0.89,COc1ccnc(Oc2ccccc2)n1
.,0.53,0.05,Cn1c(=O)c(=O)n(C)c2cc(S(=O)(=O)NCCc3ccccc3)ccc21
12,-1.3,-0.46,COc1ccc(-c2c3c(=O)n(C)c(=O)n(C)c3cn2C2CCCCC2)cc1
.,-0.04,-0.63,Cc1cc2ccccc2n1CCNC(=O)C(C)C
31,-1.4,-0.68,Cn1c(NCc2ccco2)nc2c1c(=O)n(Cc1ccc(Cl)cc1Cl)c(=O)n2C
27,-1.6,-1.6,Cc1cccc(-n2c(SCC(N)=O)nc3c(c2=O)C2(CCCCC2)Cc2ccccc2-3)c1
.,1.3,1.3,Cc1[nH]nc2c1C(CCc1ccccc1)C(C#N)=C(N)O2 (stereo not given)
22,0.94,0.38,Nc1nnc(SCCCC(=O)c2ccc(Br)cc2)s1
-4,-1.4,-1.8,COc1ccccc1NC(=O)N1CCc2[nH]c3ccc(Cl)cc3c2C1
70,-0.86,-0.97,COc1cc(NC(=O)C2CCCCC2)c2ncccc2c1
28,0,-1.5,CCC1=NNC(=O)C(CC(=O)Nc2ccccc2)c2cc(OC)c(OC)cc21 (stereo not given)
36,.,.,CCc1nnc(NC(=S)Nc2ccccc2)s1
-12,-0.66,-0.73,Nc1c(C(=O)N2CCOCC2)sc(=S)n1-c1ccccc1
-4,.,.,O=C(NCCCn1ncc2ccccc21)c1cc(COc2c(F)cccc2F)on1
0,-0.74,-1.2,CSCCC(NC(=O)c1cc(CC(C)C)oc1C)C(=O)O (stereo not given)
-46,.,.,O=C(CSc1n[nH]c(=O)[nH]c1=O)N/N=C/C=C\c1ccccc1

# The results go on.
Insulin prom inh,SDO1 yeast rescue,SDO1 yeast rescue Rescue 24 h,SMILES
-170,-1.4,-0.69,CCCCN1C(=O)C2(NNc3ccccc3O2)c2ccccc21 (stereo not given)
77*,-0.68,-0.86,C=CCn1c(SCC(=O)N2CCN(c3ccccc3)CC2)nnc1-c1ccco1
.,-0.64[14.3 µM],-0.52,Clc1ccc(-n2ncc3c(NCc4cccs4)ncnc32)cc1
6,0.77,0.13,CCOC1Cc2ccccc2N(C(N)=O)c2ccccc21 (stereo not given)
38,1,1.1,COc1cc2c(cc1OC)C1(CCCC1)C(N)=C2C#N
45,-0.98,-1.1,CCCCCn1c(SCCC(C)C)nc2c1c(=O)[nH]c(=O)n2C
6,-0.29,-0.77,O=C(CSc1nnnn1C1CCCCC1)NCc1ccc2c(c1)OCO2
.,-0.35,-0.57,Cc1cc(C(=O)NC2CCCC2)on1
30,-1,-1.1,CCOc1ccc(-c2onc(C(F)(F)F)c2-c2cscn2)c(O)c1
3,-0.49,-1.2,CS(=O)(=O)N1CCC(C(=O)Nc2cccc(C(F)(F)F)c2)CC1
.,-0.3,-0.75,O=C(O)CCC(=O)NCCn1c(-c2ccccc2)csc1=Nc1ccccc1
-9,1.6,1.1,N#Cc1ccc(OCCOCCNC2CCCC2)cc1
.,-1.7,-0.49,COC(=O)c1cc(NC(=O)Nc2cccc(Cl)c2)ccc1Cl
16,0.58,-0.3,COc1ccc(S(=O)(=O)NCC2CCC(C(=O)N3CCC4(CC3)OCCO4)CC2)cc1 (stereo not given)
-15,1.5,1.7,CCCn1c(SCC(N)=O)nnc1-c1ccco1
.,-0.77,1.6,C#CCn1c(=NC(=O)c2ccc(Br)s2)sc2cccc(OC)c21
17,0,-0.51,CCOC(=O)/C(=C/c1c[nH]c2ccccc12)NC(C)=O
.,-0.72,-1.4,O=C(CCCn1c(=O)c2sccc2n(Cc2cc(=O)n3ccccc3n2)c1=O)NCc1ccco1
-25,0.37,-0.27,CCOC(=O)c1ccc2c(c1)n(CCO)c(C)[n+]2CC
27,-0.74,-0.78,CCN(CC)CCNC(=O)Cc1nn(CC)c(=O)c2ccccc12
